Screening results: PubChem, several laboratories
Yeast growth inh = growth inhibitors of yeast BB579 in restrictive medium, primary screen, yeast lifespan-shortening project, S. cerevisiae; OD615, 48 h; inhibition, % at 10 µM; AID 804, 2007; 140,000 compounds, 0.51% hits;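 active = inhibition above a set limit, 3 SD over the mean compound inhibition, cut at about 44% in these data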; also: inactives centre near -24
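Test system: DeaD yeast strain BB579 / Buffer or medium: restrictive glucose-based CSMM-D medium / Doses: single 10 µM dose / Schedule: 4 h cell preincubation, 48 h compound exposure, 30 °C humidified / Technique: culture absorbance at 615 nm / Controls: amphotericin B positive control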
GALR2 antag = GALR2 antagonists in receptor-expressing cells, primary screen | Galanin receptor type 2 (Homo sapiens), O43603 | antagonist mode | inhibition, % at 4 µM | 140,000 compounds, 0.39% hits | AID 828, 2007; in the data active = inhibition above about 27%;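 also: cells stimulated with galanin 1-16 at roughly its EC80; 0% = agonist challenge control and 100% = basal control without agonist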
Target sequence (O43603 whole entry, looked up): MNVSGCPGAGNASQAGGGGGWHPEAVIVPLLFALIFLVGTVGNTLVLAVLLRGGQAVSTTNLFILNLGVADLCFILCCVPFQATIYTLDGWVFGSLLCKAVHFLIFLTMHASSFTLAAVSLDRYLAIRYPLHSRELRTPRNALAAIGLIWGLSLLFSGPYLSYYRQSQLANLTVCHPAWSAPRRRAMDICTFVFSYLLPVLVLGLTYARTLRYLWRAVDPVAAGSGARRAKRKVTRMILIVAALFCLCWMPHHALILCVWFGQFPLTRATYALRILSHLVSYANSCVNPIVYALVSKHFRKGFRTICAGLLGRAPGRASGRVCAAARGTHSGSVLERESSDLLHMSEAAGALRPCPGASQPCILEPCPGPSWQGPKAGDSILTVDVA
Yeast life ext = compounds extending yeast replicative lifespan, primary screen, S. cerevisiae, OD615. S. cerevisiae growth with nicotinamide; deaD strain in restrictive glucose medium. inhibition of the nicotinamide effect, % at 10 µM. 130,000 compounds, 0.68% hits. AID 775, 2007;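 active = inhibition above a set limit, placed 3 SD over the median of all compounds, cut at about 26% in these data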;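 also: 0% = nicotinamide-treated wells and 100% = cells grown without nicotinamide; some compounds called inactive have numbers as strong as hits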
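Measured by: optical density (absorbance) at 615 nm; System: modified budding yeast, DeaD strain; Medium: restrictive CSMM-D dextrose medium; Timing: 4 h preincubation then 48 h treatment at 30 °C.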
Measles CPE = compounds protecting cells from measles virus cytopathic effect, primary screen, measles RdRp inhibitor project, single point, MLSMR library, absorbance; Measles virus-infected cells, CPE protection; 140,000 compounds, 1.5% hits; protection (pct of control), % at 4 µM; in the data active = protection mostly above about 24%, no sharp cut-off; inactive = mostly below about 26%; also: some compounds called inactive have numbers as strong as hits
HCT116 bCat-KO = primary screen for growth suppressors in beta-catenin knockout HCT116 cells (colon tumor, human); AID 818, 2007; viability, % at 10 µM; HCT116 beta-catenin knockout viability, CellTiter-Glo, 60 h; active compounds read low; 140,000 compounds, 1.5% hits;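 active = viability at or under a set limit, the compound median less 4 SD, cut at about 6% in these data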;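 also: 0% = Hyamine 1622 control at 20 µM and 100% = untreated cell control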
NPY Y2 blocker = NPY-Y2 receptor antagonists, primary screen, cell-based | Neuropeptide Y receptor type 2 (Homo sapiens), P49146 | NPY-Y2 expressing cells, antagonist mode | inhibition, % at 2.7 µM | 140,000 compounds, 0.99% hits | AID 793, 2007; in the data active = inhibition above about 17%;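 also: 0% = vehicle with agonist challenge and 100% = reference antagonist with challenge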
Target sequence (P49146 whole entry, looked up): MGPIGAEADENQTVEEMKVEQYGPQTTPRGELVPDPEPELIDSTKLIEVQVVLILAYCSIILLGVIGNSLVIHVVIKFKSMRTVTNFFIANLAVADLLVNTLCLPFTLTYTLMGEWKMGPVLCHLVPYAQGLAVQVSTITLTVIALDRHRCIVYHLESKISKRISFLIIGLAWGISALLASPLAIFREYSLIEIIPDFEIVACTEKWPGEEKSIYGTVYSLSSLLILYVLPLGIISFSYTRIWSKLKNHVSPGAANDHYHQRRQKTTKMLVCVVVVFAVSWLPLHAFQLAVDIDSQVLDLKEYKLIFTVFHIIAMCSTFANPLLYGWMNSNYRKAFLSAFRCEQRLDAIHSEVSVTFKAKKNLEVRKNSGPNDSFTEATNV
E-sel TNF inh = E-selectin induction blockers in HUVEC – imaging, immunofluorescence, high content, primary screen; inhibition, % at 2 µM; HUVEC TNFa-induced E-selectin immunofluorescence; 120,000 compounds, 0.71% hits;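 active = inhibition above the batch mean plus 3 SD, and confirmed as a hit on visual image review, cut at about 43% in these data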;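 also: 0% = TNF-stimulated DMSO wells and 100% = unstimulated control wells; not every result past the cut was called active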
MRP1 act = H69AR viability gain despite doxorubicin, primary screen, MRP-1 activator project, H69AR cells, CellTiter-Glo; viability rescue; viability increase, % at 10 µM; 140,000 compounds, 0.61% hits; AID 799, 2007;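 active = viability gain under doxorubicin at or above a set limit, the compound median plus 3 SD, cut at about 4.7% in these data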;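 also: MRP-1 overexpressing cells given doxorubicin 25 µM after compound pretreatment; 18-22 h compound pretreatment then 72 h with doxorubicin before readout; 0% = doxorubicin-only wells and 100% = vehicle-treated cells without doxorubicin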
Phagocyt inh = inhibitors of macrophage phagocytosis, primary screen, imaging, J774A.1 cells, IgG beads; inhibition, % at 5 µM; J774A.1 macrophage IgG-bead phagocytosis; AID 1029, 2008; 110,000 compounds, 0.07% hits;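 active = inhibition above the mean of the plate negative controls plus 5 SD, cut at about 13% in these data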;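 also: phagocytic index as fraction of beads internalized from green versus red external bead signal; plate controls were DMSO negative control for no effect and cytochalasin-D positive control for full effect; some results beyond the cut were filed as inactive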
HCT116 PTEN-null = growth suppression of PTEN-null HCT116, primary screen, cell-based, CellTiter-Glo; viability, % at 10 µM; HCT116 PTEN-null viability, 60 h; active compounds read low; 140,000 compounds, 1.2% hits;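 active = viability at or below a set limit, 4 SD under the median of all tested compounds, cut at about 3.7% in these data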;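 also: PTEN knockout HCT116 line with beta catenin targeted HCT116 as companion control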
An asterisk follows results filed as active; . = not tested or not shown. Compounds were not picked by outcome; overall some 6.1% were active at least once.

SMILES | Yeast growth inh | GALR2 antag | Yeast life ext | Measles CPE | HCT116 bCat-KO | NPY Y2 blocker | E-sel TNF inh | MRP1 act | Phagocyt inh | HCT116 PTEN-null
COC(=O)c1cc([N+](=O)[O-])ccc1N1CCN(Cc2ccccc2)CC1 | -19 | 7 | 9 | 3 | 90 | 10 | . | -0.8 | -3 | 84
CCn1c(SCc2ccc(Cl)c(Cl)c2)nnc1C(C)NC(=O)c1ccc(OC)cc1 (centres undefined) | -38 | -4 | -1 | 6 | 91 | 7 | -1 | -1.1 | . | 91
N#Cc1ccccc1Sc1ccccc1C(=O)OCc1nnc(-c2ccccc2)o1 | -57 | 1 | -15 | 4 | 103 | 6 | . | -2.8 | 2 | 108
O=C(NC(=S)N1CCCc2ccccc21)c1ccc(Br)cc1 | 17 | -2 | 12 | 11 | 88 | 2 | -20 | -1.4 | -5 | 82
CCOc1ccc(NC(=O)NCCCSC2CCCCC2)cc1 | -32 | 0 | -18 | 18 | 94 | 9 | 6 | -0.8 | 1 | 103
CCOC(=O)c1cnc(-n2nc(C)cc2C)nc1N1CCOCC1 | 16 | -8 | -2 | 13 | 101 | 0 | . | -0.1 | 1 | 103
Cc1ccccc1CSc1nsc(N)n1 | -14 | 2 | -15 | 8 | 95 | -3 | -4 | -0.8 | . | 88
CC1(C)NC(=O)N(CC(O)COc2ccc(-c3ccccc3)cc2)C1=O (centres undefined) | -39 | 0 | -2 | 2 | 87 | 5 | -15 | -3.4 | 0 | 89
COc1ccc2occ(C(=O)c3coc4ccc(O)c(CN(C)C)c34)c2c1 | -20 | 10 | -25 | 4 | 28 | 5 | . | -3.6 | 0 | 37
CCCc1cc(=O)oc2cc(Oc3ncccn3)ccc12 | 8 | 0 | -12 | 12 | 99 | 2 | -37 | -0.1 | -2 | 92
O=C(N/N=C/C=C\c1ccccc1[N+](=O)[O-])c1cc(-c2ccc3ccccc3c2)n[nH]1 | -27 | 20 | -1 | 1 | 4.7* | -1 | . | -5.5 | 0 | 5
CC(/C=N/NC(=O)c1cc(-c2ccncc2)nc2ccccc12)=C\c1ccco1 | -47 | 23 | -6 | 6 | 16 | 7 | 41 | -3.4 | 2 | 16
O=C(N/N=C\c1cccc(Cl)c1)c1ccc(Cn2cc(Br)c([N+](=O)[O-])n2)o1 | -2 | -2 | -1 | 1 | 93 | -2 | . | -3.1 | 2 | 83
COc1ccc(CCNC(=O)COc2ccc(S(=O)(=O)N3CCOCC3)cc2)cc1 | -32 | -6 | -10 | 1 | 96 | 0 | -54 | -0.3 | -1 | 95
C/C(CC(=O)Nc1ccc(Cl)cc1Cl)=N\NC(=O)c1ccco1 | -33 | -4 | 1 | 13 | 100 | 13 | -3 | -0.9 | -3 | 97
CCOC(=O)c1ccccc1NC(=O)c1cccs1 | -32 | -2 | -10 | 11 | 88 | 6 | 52 | -0.9 | 0 | 85
NC(=O)c1ccccc1N/C=C/C(=O)c1ccccc1 | -13 | 1 | 0 | 8 | 68 | 3 | 3 | 1.3 | 1 | 67
COc1ccc(CNC(=S)N/N=C/c2ccc(O)c(OC)c2)cc1 | -32 | 3 | -2 | 31 | 102 | 10 | 16 | -2.8 | -5 | 106
CCCc1ccc(C(=O)NNC(=O)c2ccc(Cl)cc2)cc1 | -4 | -8 | -5 | 3 | 87 | 3 | 24 | -0.2 | -6 | 91
COc1cc(/C=N/NC(=O)/C(=C\c2ccc([N+](=O)[O-])cc2)NC(=O)c2ccccc2)cc(OC)c1O | -44 | -11 | -2 | 15 | 94 | 3 | -12 | 0.2 | 0 | 93
CCCCC(O)(CCCC)C(=O)NN(C(=O)CCl)c1ccccc1 | -4 | 9 | -1 | 6 | 11 | 22* | . | -5.9 | 1 | 5
COc1ccc(-c2noc(-c3ccco3)n2)cc1OC | -8 | 14 | -16 | 10 | 102 | 0 | 8 | 0.1 | -2 | 102
Cc1ccc(C(=O)COC(=O)c2ccc(Br)o2)cc1C | -34 | -3 | -19 | 16 | 95 | 8 | . | 1.7 | 0 | 84
CC(=O)Nc1ccc(NC(=O)c2ccc(Cn3cc(Cl)cn3)cc2)cc1 | -28 | 3 | 21 | 22 | 97 | 1 | . | 2.7 | -10 | 112
COc1ccc(-n2ncc3c(NCCN4CCOCC4)ncnc32)cc1 | -69 | -14 | -1 | 2 | 96 | 5 | -7 | -1.4 | -1 | 114
Cc1ccccc1NC(=O)COc1ccc(Br)cc1C | -15 | 6 | -2 | 9 | 91 | 12 | 8 | -1.3 | -5 | 92
N/C(=N\OC(=O)Oc1ccccc1)c1ccc([N+](=O)[O-])cc1 | -18 | -1 | 0 | 6 | 105 | 3 | 3 | -0.1 | 0 | 103
COc1ccc(-n2c(C)c([N+](=O)[O-])c3ccc(O)c(CN(C)C)c32)cc1 | -35 | 7 | 19 | 15 | 83 | 2 | 15 | -5.6 | . | 81
COc1ccc(-n2cccc2/C=C2/NC(=O)N(c3cccc(Cl)c3)C2=O)cc1 | -21 | -11 | -2 | 9 | 98 | 1 | . | -1.9 | -9 | 97
Cc1ccc(N2C(=O)C(Cl)=C(NCc3ccccc3)C2=O)c(C)c1 | -35 | -1 | -10 | 8 | 99 | 1 | -3 | -0.3 | -1 | 90
Cc1ccc(NC(=O)CCn2cccc2)cc1Cl | -34 | -3 | -7 | 2 | 94 | -1 | . | 0.5 | 2 | 107
ON1C2CCCCC2N(O)C1c1c(F)c(F)c(F)c(F)c1F (centres undefined) | 20 | 2 | -10 | 23 | 101 | 0 | -4 | -3.6 | 0 | 96
CC(C)c1ccc(S(=O)(=O)N2CCN(C(=O)c3cccc(F)c3)CC2)cc1 | -38 | 0 | -8 | 2 | 79 | 5 | 0 | -1.1 | -1 | 77
Cc1ccccc1NC(=O)C1C2CCCC1C2c1ccccc1 (centres undefined) | -1 | -11 | -4 | 7 | 77 | 4 | -11 | -0.1 | . | 77
c1ccc(CSc2ncnc3c2cnn3Cc2ccccc2)cc1 | 2 | -3 | -10 | 4 | 92 | 7 | 8 | 0.9 | 2 | 84
Cc1csc(NC(=O)CSc2nnc(-c3ccccn3)n2-c2ccc(C)c(C)c2)n1 | -37 | -3 | -6 | 10 | 87 | 1 | 8 | -0.4 | 0 | 93
Cc1ccc2c(c1)c1c3n2CCN(C(=O)Cn2c(-c4ccccc4)noc2=O)C3CCC1 (centres undefined) | -52 | 6 | -13 | 7 | 69 | -2 | -12 | -2.9 | 1 | 60
O=C(N=C1SCC(=O)N1c1ccccc1Cl)c1ccco1 | -21 | -12 | -29 | 12 | 97 | -5 | -12 | -0.1 | 0 | 92
O=C(Nc1ccc2c(c1)OCO2)Nc1ccc(Cl)cc1Cl | -36 | -11 | -5 | 2 | 74 | 2 | . | -5.2 | 0 | 57
CN(Cc1ccccc1F)c1nc(-c2cccs2)nc2ccccc12 | -19 | 12 | -6 | 21 | 73 | 4 | -15 | -0.7 | 5 | 80
CC(C)=Nc1ccccc1C1COC(=O)C1=N (centres undefined) | -22 | 5 | 0 | 19 | 99 | -2 | . | 1.1 | -2 | 95
CS(=O)(=O)N(CC(=O)Nc1ccc(F)c(F)c1)c1cccc([N+](=O)[O-])c1 | 8 | 3 | -2 | 20 | 73 | 3 | -10 | 1.3 | -5 | 72
CN(C(=O)CSc1nc2c(c(=O)[nH]1)CCCC2)C1CCCCC1 | 9 | -4 | -11 | 3 | 100 | 1 | -10 | -0.3 | 6 | 85
O=C(c1ccc(Cl)c(S(=O)(=O)NCc2ccccc2)c1)N1CCN(c2ccccn2)CC1 | -35 | 6 | -1 | 7 | 48 | 5 | . | -2.3 | . | .
Cc1nc2nc(NCc3cccs3)nn2c(C)c1Cl | -51 | -8 | -22 | 1 | 68 | 5 | 11 | -1.9 | -1 | 80

Exported as tab-separated lines: part of the list above.
SMILES	Yeast growth inh	GALR2 antag	Yeast life ext	Measles CPE	HCT116 bCat-KO	NPY Y2 blocker	E-sel TNF inh	MRP1 act	Phagocyt inh	HCT116 PTEN-null
Cc1ccc2c(c1)c1c3n2CCN(C(=O)Cn2c(-c4ccccc4)noc2=O)C3CCC1 (centres undefined)	-52	6	-13	7	69	-2	-12	-2.9	1	60
O=C(N=C1SCC(=O)N1c1ccccc1Cl)c1ccco1	-21	-12	-29	12	97	-5	-12	-0.1	0	92
O=C(Nc1ccc2c(c1)OCO2)Nc1ccc(Cl)cc1Cl	-36	-11	-5	2	74	2	.	-5.2	0	57
CN(Cc1ccccc1F)c1nc(-c2cccs2)nc2ccccc12	-19	12	-6	21	73	4	-15	-0.7	5	80
CC(C)=Nc1ccccc1C1COC(=O)C1=N (centres undefined)	-22	5	0	19	99	-2	.	1.1	-2	95
CS(=O)(=O)N(CC(=O)Nc1ccc(F)c(F)c1)c1cccc([N+](=O)[O-])c1	8	3	-2	20	73	3	-10	1.3	-5	72
CN(C(=O)CSc1nc2c(c(=O)[nH]1)CCCC2)C1CCCCC1	9	-4	-11	3	100	1	-10	-0.3	6	85
O=C(c1ccc(Cl)c(S(=O)(=O)NCc2ccccc2)c1)N1CCN(c2ccccn2)CC1	-35	6	-1	7	48	5	.	-2.3	.	.

The list continues.
SMILES | Yeast growth inh | GALR2 antag | Yeast life ext | Measles CPE | HCT116 bCat-KO | NPY Y2 blocker | E-sel TNF inh | MRP1 act | Phagocyt inh | HCT116 PTEN-null
O=P1(O)C=C(c2ccccc2)OC(c2ccccc2)=C1 | -57 | 9 | -5 | 13 | 94 | 2 | -11 | -0.9 | 1 | 97
CC(C)(C)N1C(=O)c2ccccc2NC(=O)N1Cc1ccc(Br)cc1 | -6 | -9 | -1 | 21 | 81 | 1 | -4 | 0.0 | . | 84
COc1ccc(-c2[nH]c(-c3ccc(Cl)cc3)nc2SCC(=O)Nc2nccs2)cc1 | -21 | 12 | 0 | 3 | 36 | -2 | -32 | -4.4 | . | 17
CSc1nncc(=O)[nH]1 | -14 | -1 | 0 | 3 | 52 | 2 | -11 | 0.7 | 0 | 44
CC(=O)N(c1cccc(Br)c1)C1C=CS(=O)(=O)C1 (centres undefined) | -7 | 2 | -10 | 3 | 99 | 2 | 34 | 1.1 | -3 | 108
C=CCn1c(C)cc(C(=O)COc2nncc3ccccc23)c1C | -43 | 6 | 4 | 46* | 30 | -2 | . | 0.2 | -1 | 42
